Screening data from PubChem.
AmpC inh no detg – qHTS Inhibitors of AmpC Beta-Lactamase (assay without detergent); P00811; AmpC nitrocefin hydrolysis, absorbance 480 nm, 0.0001% Triton; Potency, µM (titrated, usually from 57.1 µM), inactives show at the highest dose activity change, negative = inhibition, usual class: inhibitors; 330,000 tested, 0.52% active; AID 485341, 2010;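 also: potency is read from the fitted curve at half-maximal effect; plate controls were no compound for no effect and no enzyme for full effect; nearly all actives have a fitted effect of over 20% in size; some results filed as inactive show a strong effect at the top dose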
Target sequence (P00811 whole entry, looked up): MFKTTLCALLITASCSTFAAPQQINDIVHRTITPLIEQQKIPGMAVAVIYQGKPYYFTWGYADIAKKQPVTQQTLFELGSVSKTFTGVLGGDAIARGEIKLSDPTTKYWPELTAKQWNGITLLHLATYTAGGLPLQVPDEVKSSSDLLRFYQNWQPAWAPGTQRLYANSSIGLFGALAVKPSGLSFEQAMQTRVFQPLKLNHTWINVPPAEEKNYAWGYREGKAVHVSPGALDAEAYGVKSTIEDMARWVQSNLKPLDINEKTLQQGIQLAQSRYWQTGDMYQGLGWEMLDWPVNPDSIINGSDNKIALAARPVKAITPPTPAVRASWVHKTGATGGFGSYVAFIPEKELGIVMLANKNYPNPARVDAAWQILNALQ
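20 mM phosphate pH 7.0 + 0.01% (detergent screen) or 0.0001% Triton X-100; 5.3 nM AmpC reagent; cpd preinc 15 min RT; nitrocefin (800 uM stock) to start; A480 q20 s × 4 min; Activity was normalised to no-enzyme and no-compound control wells.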
FBPA Giardia inh – qHTS Assay for Inhibitors of Fructose-1,6-bisphosphate Aldolase from Giardia Lamblia. purified Giardia FBPA. Potency, µM (titrated, usually from 59.6 µM), for the others: at the highest dose activity, negative = inhibition, most hits filed as inhibitors. 290,000 tested, 0.71% active. AID 2451, 2010; also: potency is read from the fitted curve at half-maximal effect; % is scaled to controls: 0 for no effect and ±100 for the full control effect; nearly all actives have a fitted effect of over 55% in size
Target sequence (A8B2U2 whole entry, looked up): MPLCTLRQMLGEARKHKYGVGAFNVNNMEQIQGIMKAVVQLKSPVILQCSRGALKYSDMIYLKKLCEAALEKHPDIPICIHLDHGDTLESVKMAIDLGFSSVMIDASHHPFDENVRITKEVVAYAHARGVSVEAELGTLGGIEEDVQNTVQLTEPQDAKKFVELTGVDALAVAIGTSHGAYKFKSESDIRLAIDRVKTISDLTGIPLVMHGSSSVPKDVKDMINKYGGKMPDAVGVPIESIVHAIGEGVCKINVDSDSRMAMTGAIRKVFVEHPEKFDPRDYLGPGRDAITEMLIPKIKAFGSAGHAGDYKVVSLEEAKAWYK
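40 nM FBPA preincubated 10 min at RT with compound (up to 57.5 uM final), then substrate plus GAPDH/TPI/NAD/arsenate coupling and diaphorase/resazurin added. Fluorescence read after 20 min at RT, 525/598 nm.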
HCMV antiviral – qHTS Assay for inhibitors of the human cytomegalovirus (HCMV) | HFF cells, HCMV-luciferase reporter, 72 h; hits give low values | activity change, negative = inhibition, % at 57.5 µM | 410,000 tested, 4.5% active | AID 1259415, 2018; in the data active = activity change below about -60%; inconclusive = no clear call, values can overlap the other calls; inactive = above about -39%; also: % is scaled to controls: 0 for no effect and ±100 for the full control effect
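After 16 h attachment at 37C, HFF cells received test compound and HCMV-luciferase (1 PFU/cell); reporter luminescence read 72 h later, data normalized against buffer-only and known inhibitor Salinomycin.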
AMA1-RON2 inh – qHTS for Inhibitors of AMA1-RON; Towards Development of Antimalarial Drug Lead: Primary Screen; Plasmodium falciparum AMA1 (3D7) - RON2 peptide interaction; AlphaScreen AMA1-biotinylated RON2 peptide binding; Potency, µM (series often up to 58.2 µM), without a hit: at the highest dose activity change, negative = inhibition, usual class: inhibitors; 360,000 tested, 0.2% active; AID 720542, 2013;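 also: potency is read from the fitted curve at half-maximal effect; 0% = vehicle wells and -100% = peptide control; nearly all actives have a fitted effect of over 45% in size; some results filed as inactive show a strong effect at the top dose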
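AMA1 (3D7) with his tag at 25 nM final met compounds first, then biotinylated RON2 peptide at 25 nM; detection used donor plus acceptor beads, 10 µg/mL apiece, read by AlphaScreen after 30 min at room temperature.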
AmpC detergent – qHTS Inhibitors of AmpC Beta-Lactamase (assay with detergent) | Potency, µM (series often up to 114 µM), for the others: at the top dose activity change, negative = inhibition, usual class: inhibitors | P00811 | AmpC hydrolysis of nitrocefin, absorbance 480 nm, 0.01% Triton | 370,000 tested, 0.041% active;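 also: potency is read from the fitted curve at half-maximal effect; 0% = no-compound wells and -100% = no-enzyme wells; nearly all actives have a fitted effect of over 25% in size; some results filed as inactive show a strong effect at the top dose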
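AmpC (5.3 nM in the dispensed reagent) in 20 mM phosphate pH 7.0 with 0.01% (detergent screen) or 0.0001% Triton X-100 was preincubated with compounds for 15 min at room temperature. Nitrocefin was then added from an 800 uM solution, and hydrolysis was followed at 480 nm.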
Shiga toxin inh – A qHTS for Small Molecule Inhibitors of Shiga Toxin; 290,000 tested, 9.2% active; Vero cells, Shiga toxin protein synthesis inhibition reporter; inhibition, % at 38.7 µM; in the data active = inhibition mostly above about 28%, no sharp cut-off; inactive = mostly below about 43%; also: 0% is about no effect
Cycloheximide cs – Cycloheximide Counterscreen for Small Molecule Inhibitors of Shiga Toxin; cell reporter, cycloheximide protein synthesis inhibition counterscreen; max response, %; AID 2314, 2010; 300,000 tested, 12% active; in the data active = max response mostly above about 13%, no sharp cut-off; inactive = mostly below about 14%; also: read at 38.3 µM for the half of the compounds with a filed dose; 0% is about no effect
* hit, by the source's call; ? = inconclusive; . = not tested or not shown; & = joins results of further samples; [ ] = dose if it differs, or a comment. Unless noted, calls follow the shape of the dose curve; as a rule, active = well fitted curve in the direction sought with a large enough effect; inconclusive = small, poorly fitted or top-dose-only effect, or another doubt; inactive = no such curve, though single readings can be large; an effect the other way counts as inactive or inconclusive.

SMILES	AmpC inh no detg	FBPA Giardia inh	HCMV antiviral	AMA1-RON2 inh	AmpC detergent	Shiga toxin inh	Cycloheximide cs
CCCNC(=O)CCn1c(=S)oc2ccccc21	3%	3%	0	4%	8%	-8	-2
Cc1ccccc1C(=O)NNC(=O)CCc1ccccc1	-5%	3%	-22	36%[activator]	-1%	-15	1
COCCNC(=O)c1ccc(C)c(NC(=O)C2=C(C)OCCS2)c1	-8%	1%	28	-7%	1%	1	-1
N#C/C(=C\C=C\c1ccccc1)C(=O)NCc1cccnc1	-9%	0%	-36	-22%	4%	2	-1
CCC1Nc2ncnc(N3CCCCC3)c2N(Cc2ccc(Cl)cc2)C1=O (stereo unspecified)	96%[activator]	.	-17	0%&-2%	.	.	.
COc1ccc(-n2c3c(cc(C(=O)NCc4ccco4)c2=O)C(=O)CC(C)(C)C3)cc1	25%	0%	19	-12%	8%	-21	-3
OC[C@@H]1[C@@H](O)[C@H](O)[C@H]2[C@@H](O)CCN21	.	1%	.	.	.	-5	-5
COc1ccc(C(=O)OCc2c(C)noc2C)cc1	-27%	13%	25	-1%	?	-8	-3
CC1(c2cccc(Br)c2)NC(=O)N(CC(=O)Nc2ccc3c(c2)OCCO3)C1=O (stereo unspecified)	-40%	.	-29	8%	.	.	.
CCc1c(O)nc(SCC(=O)Nc2nc3ccccc3s2)n(-c2ccc(C)cc2)c1=O	-27%	-4%	10	22%	9%	93*	45*
CCOC(=O)c1cnc2c(cnn2C)c1NCCC(O)C(F)(F)F (stereo unspecified)	118%[activator]	-5%	-19	0%	-8%	-9	6
Cc1ccc(NC2CCCN(C(=O)c3ccc(-n4ccnc4)cc3)C2)cc1C (stereo unspecified)	122%[activator]	.	-19	-8%	1%	-20	2
CCNC(=S)NNC(=O)c1cc(-c2cccc(OC)c2)nc2ccccc12	-21%	28%	-9	18%	-13%	43	71*
CCC1CCCCN1C(=O)CCS(=O)(=O)c1ccc2c(c1)CCN2C(C)=O (stereo unspecified)	7%	.	?	-1%	0%	21	-1
Cc1cc(C)c(S(=O)(=O)N(C)c2ccccc2)c(C)c1	?	-25%	?	48%[activator]	-5%	-3	10
c1coc(-c2nnc3sc(C4CCCCC4)nn23)c1	-1%	-3%	-30	2%	-6%	11	9
CCN(CC)S(=O)(=O)c1ccc(C(=O)N2CCN(c3ncccn3)CC2)cc1	9%	5%	-10	-11%	-10%	3	-3
Cc1ccc(C(=O)COC(=O)c2ccc(O)cc2)cc1	-31%	9%	-39	-21%	7%	94*	33*
O=C(CCC(=O)N1CCN(C2CCCC2)CC1)Nc1nnc(C(F)(F)F)s1	28%	6%	?	-2%	-1%	22	4
CN(Cc1ccncc1)C1CC(=O)N(c2ccc(F)cc2)C1=O (stereo unspecified)	-11%	3%	?	29%	5%	6	-5
O=C(NCCCN1CCOCC1)/C(=C/c1cccnc1)NC(=O)c1ccccc1	-20%	1%	-21	-12%	-1%	15	2
COC(=O)COc1ccc(S(=O)(=O)N2CCCCCC2)cc1	-3%	-4%	-18	4%	6%	-15	1
CN(C(=O)CSc1nnc(Cc2ccccc2F)n1N)C1CCCCC1	8%	.	17	12%	.	.	.
COc1ccc(CCC(=O)N2c3ccccc3CC2C)cc1 (stereo unspecified)	-21%	-1%	-25	7%	-15%	88*	35*
CC(=O)[C@@]1(O)CC[C@H]2[C@@H]3CCC4=CC(=O)CC[C@]4(C)[C@H]3[C@@H](O)C[C@@]21C	-13%	-5%	9	-10%	-13%	-3	-2

Continued; it opens with the 2 that closed the last part.
SMILES	AmpC inh no detg	FBPA Giardia inh	HCMV antiviral	AMA1-RON2 inh	AmpC detergent	Shiga toxin inh	Cycloheximide cs
COc1ccc(CCC(=O)N2c3ccccc3CC2C)cc1 (stereo unspecified)	-21%	-1%	-25	7%	-15%	88*	35*
CC(=O)[C@@]1(O)CC[C@H]2[C@@H]3CCC4=CC(=O)CC[C@]4(C)[C@H]3[C@@H](O)C[C@@]21C	-13%	-5%	9	-10%	-13%	-3	-2
Cc1nnc(SCC(=O)NNC(=O)c2ccco2)n1-c1cccc(Cl)c1	-21%	2%	-33	33%[activator]	-6%	-3	-2
COC(=O)CCCC(=O)N1CCCC(N(C)CCc2ccccc2)C1 (stereo unspecified)	-5%	7%	59	9%	-14%	-4	-2
CN1CCN(CC(=O)NC2CCCCC2)CC1	-11%	-14%	-31	0%	-8%	-16	-6
Cc1ccc(/C=C2\SC(=S)N(CCCC(=O)N3CCOCC3)C2=O)cc1	13%	.	?	-10%	1%	3	7
CC1CN(CCOCCSc2ccc(Cl)cc2)CC(C)O1 (stereo unspecified)	52%	?	23	?	-13%	.	-1
CCCS(=O)(=O)c1nc(S(=O)(=O)c2ccc(C)cc2)c(NCc2ccco2)s1	-39%	0%	-33	-9%[11.6 µM]	-1%	7	1
CCCCn1c2c(c(=N)c3c1CCC3)CCC2	-2%	6%	-89*	-3%	-14%	-21	-2
Cc1cc(=O)oc2c1ccc1ccccc12	-16%	5%	46	10%	2%	17	1
CC(NC(=S)Nc1ccc(S(=O)(=O)N2CCOCC2)cc1)C1CC2CCC1C2 (stereo unspecified)	-24%	1%	?	-4%[11.6 µM]	-2%	22	10
COc1ccc(S(=O)(=O)N2CCCCCC2)cc1N(C)S(=O)(=O)c1ccccc1	-13%	0%	?	-16%	5%	12	-3
O=c1c(C/C=C/c2ccccc2)c(O)nc2n1CCCS2	-9%	-14%	-6	-9%	-9%	-7	-1
CCOC(=O)COc1cccc2c(=O)n(CC(=O)N3CCN(C(=O)OCC)CC3)ccc12	-5%	-6%	18	-1%	-8%	1	-3
COc1cccc(NC(=O)C2CC2)c1	1%	.	61	11%	-8%	.	.
O=[N+]([O-])c1cc([N+](=O)[O-])c(Oc2ccc(Cl)c3cccnc23)cc1NN1CCCCC1	-25%	-4%	-20	-17%	-21%	1	-2
CCOc1ccccc1C(=O)NC(C(=O)Nc1ccccc1N1CCOCC1)C(C)C (stereo unspecified)	91%[activator]	-1%	2	3%	-8%	11	2
CC(=O)Nc1ccc(S(=O)(=O)NCCSCc2ccccc2Cl)cc1	-23%	3%	-84*	-19%	-14%	-9	-1
Clc1ccc(-c2nnc(N3CCOCC3)o2)cc1	-5%	1%	-10	-3%	-7%	90*	31*
Cc1cc(C(=O)NCC2CCCO2)sc1C (stereo unspecified)	-10%	.	7	-3%	1%	.	.
COc1cc(/C=C2/CCC/C(=C\c3cc(O)c(OC)c(Cl)c3)C2=O)cc(Cl)c1O	-53%	-13%	-100*	-24%	-9%	-20	0
O=c1[nH]c(=O)n(CCc2ccc(F)cc2)c(O)c1C=NCCCN1CCOCC1	-20%	.	-36	5%	-13%	-7	2
COc1ccc(NC(=S)N(CCCN2CCOCC2)Cc2cn(C)c3ccccc23)cc1	184%[activator]	2%	-98*	-23%	?	-13	-6
COc1ccc(NCc2nnc(SCC(=O)Nc3ccc(OC)cc3)n2C)cc1	2%	9%	-3	-11%	-2%	11	10
CC(C)(C)NC(=O)[C@]1(C)CCC[C@@]2(C)C3CC[C@@]4(C)C[C@]3(CCC21)CC4=O (stereo partly specified)	103%[activator]	.	-5	-1%	-5%	.	.
CCOC(=O)C(C(=O)OCC)C1N=C(N)N=C2Oc3ccccc3N21 (stereo unspecified)	-29%	0%	19	22%	-10%	39	12
C/C(=N\NC(=O)C12CCC(C)(C(=O)O1)C2(C)C)c1ccccc1O (stereo unspecified)	5%	10%	-103*	147%[activator]	-5%	25	0

Structural class: those above containing an aryl thioether with sulfur outside any ring (5)
SMILES	AmpC inh no detg	FBPA Giardia inh	HCMV antiviral	AMA1-RON2 inh	AmpC detergent	Shiga toxin inh	Cycloheximide cs
CCc1c(O)nc(SCC(=O)Nc2nc3ccccc3s2)n(-c2ccc(C)cc2)c1=O	-27%	-4%	10	22%	9%	93*	45*
CN(C(=O)CSc1nnc(Cc2ccccc2F)n1N)C1CCCCC1	8%	.	17	12%	.	.	.
Cc1nnc(SCC(=O)NNC(=O)c2ccco2)n1-c1cccc(Cl)c1	-21%	2%	-33	33%[activator]	-6%	-3	-2
CC1CN(CCOCCSc2ccc(Cl)cc2)CC(C)O1 (stereo unspecified)	52%	?	23	?	-13%	.	-1
COc1ccc(NCc2nnc(SCC(=O)Nc3ccc(OC)cc3)n2C)cc1	2%	9%	-3	-11%	-2%	11	10

Continuation.
SMILES	AmpC inh no detg	FBPA Giardia inh	HCMV antiviral	AMA1-RON2 inh	AmpC detergent	Shiga toxin inh	Cycloheximide cs
CCOC(=O)c1c(NC(=O)/C=C/c2ccc3c(c2)OCO3)sc(C)c1C	-13%	3%	.	.	5%	-1	-2
OC1/C(=C/c2ccc(Cl)cc2Cl)N2CCC1CC2 (stereo unspecified)	-14%	5%	13	27%	-7%	-6	8
CCC(=O)c1ccc(OC(=O)Cc2ccc(OC)cc2)cc1	-9%	2%	34	11%	-9%	-10	-2
CSc1ncc(Cl)c(C(=O)Nc2ccc(S(=O)(=O)N3CCOCC3)cc2)n1	-6%	0%	-32	-4%	?	19	-4
Fc1ccccc1-c1nc(-c2ccc(Br)o2)no1	-34%	5%	.	32%[activator]	1%	85*	57*
O=C(N/N=C/c1ccc2c(c1)OCO2)c1sc2cccc(Cl)c2c1Cl	-24%	-3%	-6	12%	-13%	-1	10
